Eya2 inh – inhibitors of human Eya2 phosphatase activity | recombinant Eya2, OMFP fluorescence dephosphorylation (OMFP is methylfluorescein phosphate) | 330,000 tested, 0.006% active | AID 488837 | Potency, µM (doses to about 76.9 µM), for the others: top-dose activity, negative = inhibition, usual class: inhibitors | O00167; note: potency is the fitted concentration of half-maximal effect; % is set by controls: 0 for no effect and ±100 for the full control effect
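Eya2 protein (added as 0.2 uM solution) was preincubated with compound for 10 min at ambient temperature in 50 mM HEPES pH 7.5, 50 mM NaCl, 5 uM MgCl2, 0.05% BSA, 1 mM DTT. OMFP (added at 50 uM) then reacted 10 min; fluorescence read at 485/525 nm.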
uPA generation – inhibitors of cell surface uPA generation. Potency, µM (highest dose often 38.3 µM), without a hit: top-dose activity change, negative = inhibition, most hits filed as inhibitors. cell surface uPA generation assay, qHTS. 330,000 tested, 0.31% active; active = well fitted inhibition curve with a large enough effect; inconclusive = small, poorly fitted or top-dose-only effect; inactive = no such curve, though single readings can be large or run the other way; tested in mouse RAW 264.7 cells; note: potency is the fitted concentration of half-maximal effect; % is set by controls: 0 for no effect and ±100 for the full control effect; nearly all actives have a fitted effect of over 55% in size
BRCA1 expr act – BRCA1 expression activation | MCF7-BRCA1-FFLuc reporter, luminescence, 48 h; response scale: scaled: vehicle 0%, 10 µM genistein 100% | Potency, µM (doses to about 46.1 µM), for inactives: at the top dose activation, usual class: activators | 380,000 tested, 1.1% active | AID 624202; note: potency is the fitted concentration of half-maximal effect; nearly all actives have a fitted effect of over 80% in size; some results filed as inactive show a strong effect at the top dose
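Activators of BRCA1 expression were detected as increased firefly luciferase luminescence in engineered MCF7 cells after 48 h compound incubation. Signals were scaled to genistein 10 microM as full activation.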
ELG1 genotoxic – induces genotoxicity in HEK293T cells with luciferase-tagged ELG1; HEK293T ELG1-luciferase reporter, luminescence, 16 h; Potency, µM (series often up to 46 µM), for inactives: at the top dose activity change, positive = activation, usual class: activators; 330,000 tested, 1.3% active; AID 504466; note: potency is the fitted concentration of half-maximal effect; % of control where 0% means no effect; nearly all actives have a fitted effect of over 60% in size
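Reporter readout depends on ELG1 protein level, which increases with genetic stress. After 16 hr compound exposure at 37 °C, luciferase activity was quantified using ONE-Glo.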
USP2a block – USP2a (human) protease inhibition; O75604; USP2 core, Ub-CHOP2 coupled fluorogenic reporter, 485/531; Potency, µM (doses to about 38.3 µM), inactives show at the highest dose activity change, negative = inhibition, usual class: inhibitors; 330,000 tested, 0.01% active; AID 463254;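 note: potency is the fitted concentration of half-maximal effect; plate controls were DMSO wells for no effect and full inhibition by NEM control for full effect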
Target sequence (O75604 whole entry, looked up): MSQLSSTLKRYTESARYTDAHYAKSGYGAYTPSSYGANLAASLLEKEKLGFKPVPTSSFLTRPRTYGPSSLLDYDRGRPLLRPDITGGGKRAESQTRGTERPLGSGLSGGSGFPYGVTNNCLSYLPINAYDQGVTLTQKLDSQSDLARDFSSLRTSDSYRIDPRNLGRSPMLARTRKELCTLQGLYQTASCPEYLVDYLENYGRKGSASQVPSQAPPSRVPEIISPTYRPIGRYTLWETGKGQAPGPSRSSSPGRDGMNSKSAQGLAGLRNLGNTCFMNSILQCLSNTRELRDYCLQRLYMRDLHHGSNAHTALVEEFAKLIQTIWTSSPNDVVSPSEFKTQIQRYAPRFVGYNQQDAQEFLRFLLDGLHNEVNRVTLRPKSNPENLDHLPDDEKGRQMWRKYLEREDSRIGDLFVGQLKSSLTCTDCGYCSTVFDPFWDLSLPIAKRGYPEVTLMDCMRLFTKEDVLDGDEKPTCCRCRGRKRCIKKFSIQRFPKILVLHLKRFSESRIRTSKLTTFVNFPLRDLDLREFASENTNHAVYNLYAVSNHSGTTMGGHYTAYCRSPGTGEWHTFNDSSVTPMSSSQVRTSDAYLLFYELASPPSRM
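USP2 core (10nM final) preincubated 30min RT with compound in 20mM Tris-HCl pH 8.0, 2mM CaCl2, 2mM beta-mercaptoethanol, 0.05% CHAPS; 25nM Ub-CHOP2 plus 25nM reporter substrate added, fluorescence (Ex485/Em531) read after 60min.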
Integrin act MD – activators of alpha7 integrin expression for muscular dystrophy. alpha7betagal myoblasts, beta-gal FDG fluorescence, 48 h. Potency, µM (series often up to 38.3 µM), inactives show at the top dose activation, hits mostly activators. 350,000 tested, 0.064% active. AID 624291;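 note: potency is the fitted concentration of half-maximal effect; 100% = response of the positive control SU9516; nearly all actives have a fitted effect of over 60% in size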
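alpha7betagal+/- myoblasts (passage 13, 250/well) treated 48 h at 37C with compounds at 1:260 dilution of DMSO stock. Lysed, then beta-galactosidase activity read as FDG fluorescence (ex 480/em 540) after 30 min, with pre-read for autofluorescence.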
B2AR arrestin – beta2AR (human) beta-arrestin recruitment activity; Potency, µM (series often up to 46.1 µM), inactives show at the highest dose activation, usual class: activators; beta-arrestin recruitment to beta2AR, cell-based reporter; AID 492947; 330,000 tested, 0.02% active; P07550;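 note: potency is the fitted concentration of half-maximal effect; 0% = DMSO controls and full agonism = EC100 isoproterenol or metaproterenol; nearly all actives have a fitted effect of over 65% in size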
Target sequence (P07550 whole entry, looked up): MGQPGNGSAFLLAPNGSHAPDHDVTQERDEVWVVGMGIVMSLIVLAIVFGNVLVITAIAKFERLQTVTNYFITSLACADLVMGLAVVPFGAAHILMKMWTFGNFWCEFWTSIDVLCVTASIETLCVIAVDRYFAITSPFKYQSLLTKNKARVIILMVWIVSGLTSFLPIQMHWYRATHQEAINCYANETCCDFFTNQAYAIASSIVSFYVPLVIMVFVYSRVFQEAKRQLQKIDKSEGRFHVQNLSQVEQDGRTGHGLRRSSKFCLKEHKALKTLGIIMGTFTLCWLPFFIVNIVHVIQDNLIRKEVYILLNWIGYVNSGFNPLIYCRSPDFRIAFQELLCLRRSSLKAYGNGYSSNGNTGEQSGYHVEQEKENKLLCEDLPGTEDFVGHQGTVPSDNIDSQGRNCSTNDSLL
TRPV1 ag – activates the human vanilloid receptor TRPV1; Q8NER1; TRPV1-expressing cells, Fluo-8 calcium influx, agonist mode; activation, % at 8.33 µM; 320,000 tested, 0.19% active; in the data active = activation above about 80%; inconclusive = between about 30% and that limit; note: 0% is about no effect
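Fluo-8 calcium influx in TRPV1-expressing cells, kinetic read (ex 480/em 520 nm). Compound added and read 3 min for agonist activity, followed by capsaicin at EC20 final and 2 min further read for enhancement.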
S-ASM inh – human S-ASM enzyme inhibition. P17405. placental ASM, HMU-PC fluorogenic substrate, 60 min. Potency, µM (highest dose often 57.5 µM), without a hit: top-dose activity change, negative = inhibition, most hits filed as inhibitors. 340,000 tested, 0.006% active. AID 504937; note: potency is the fitted concentration of half-maximal effect
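Fluorogenic HMU-PC substrate (9 uM final) is turned over by placental ASM in 60 min at 37 C after a 10 min compound preincubation. Reaction ended by alkaline stop (pH 10), with fluorescence read at 386/447 nm.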
PTAP TSG101 blk – blocks PTAP/TSG101 interaction to inhibit HIV-1 budding; Q99816; Fluorescence polarization, FITC-PTAP peptide / Tsg101 binding; Potency, µM (highest dose often 115 µM), inactives show top-dose activity change, negative = inhibition, hits mostly inhibitors; 340,000 tested, under 10 active; AID 493005; active = well fitted inhibition curve with a large enough effect in the main read-out, with a control signal flat, not every such curve was filed as active; inconclusive = small, poorly fitted or top-dose-only effect, or effect the other way, or a change in a side signal; inactive = no such curve, though single readings can be large or run the other way; note: potency is the fitted concentration of half-maximal effect; % of control where 0% means no effect
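Tsg101 binding domain (10 uM final) was mixed with compound and a FITC-labeled PTAP peptide (50 nM final) in HEPES pH 7.5 buffer with NaCl, Tween 20, EDTA and TCEP; fluorescence polarization was read after 20 min at r.t.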
p53 reactivator – restores transcriptional activity of mutant p53. H1299 p53-A138V BP100-luciferase reporter, luminescence, 24 h. Potency, µM (highest dose often 92.2 µM), inactives show top-dose activity change, positive = activation, most hits filed as activators. 320,000 tested, 0.063% active. AID 504706; note: potency is the fitted concentration of half-maximal effect; % of control where 0% means no effect; nearly all actives have a fitted effect of over 45% in size
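p53-null H1299 cells stably carrying temperature-sensitive p53-A138V and a BP100-luciferase reporter were pinned with compounds (4-point, 1:5 series) and held 24 hrs at 37 deg C. Luminescence was read 10 min after detection reagent.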
Numbers without * were called inactive; ? = inconclusive; . = no result given; [ ] = dose if it differs, or a comment. Unless noted, calls come from the whole dose curve; as a rule, active = well fitted curve in the direction sought with a large enough effect; inconclusive = small, poorly fitted or top-dose-only effect, or another doubt; inactive = no such curve, though single readings can be large; an effect the other way counts as inactive or inconclusive.

Start of the data: the first 3 records (preview)
1	C[C@@H]1CN([C@@H](C)CO)C(=O)c2cccc(NC(=O)C3CCCCC3)c2O[C@@H]1CN(C)C(=O)NC1CCCCC1
2	COc1cccc(N2CC(O)=C(c3ccccc3)C2=N)c1
3	CCNc1nc(SCC(=O)OC)nc(N2CCOCC2)n1

screen / no.	1	2	3
Eya2 inh	3%	7%	23%
uPA generation	-5%	-1%	-6%
BRCA1 expr act	-12%	18%	-13%
ELG1 genotoxic	-4%	-1%	6%
USP2a block	0%	-1%	-1%
Integrin act MD	12%	11%	1%
B2AR arrestin	2.6%	-0.5%	-0.7%
TRPV1 ag	.	1	-5
S-ASM inh	-2%	4%	1%
PTAP TSG101 blk	5%	-1%	-2%
p53 reactivator	-1%	13%	1%

The whole of this part (from the top)
1	C[C@@H]1CN([C@@H](C)CO)C(=O)c2cccc(NC(=O)C3CCCCC3)c2O[C@@H]1CN(C)C(=O)NC1CCCCC1
2	COc1cccc(N2CC(O)=C(c3ccccc3)C2=N)c1
3	CCNc1nc(SCC(=O)OC)nc(N2CCOCC2)n1
4	CN(Cc1nc2ccccc2c(=O)[nH]1)C(=O)c1ccc(NC(=O)CSc2nnnn2C)cc1
5	O=C(/C=C/c1ccc(Cl)cc1)Nc1ccc(CN2CCOCC2)cc1
6	Nc1ncc2c(n1)-c1ccoc1CC2
7	CCOCCCN1C(=O)C(=O)N(CC(=O)N2c3ccccc3NC(=O)CC2C)C1=O (stereo not drawn)
8	Cc1ccc(C(=O)Oc2ccc(-c3nccc(-c4ccccn4)n3)cc2)cc1

screen / no.	1	2	3	4	5	6	7	8
Eya2 inh	3%	7%	23%	-13%	-1%	-5%	6%	1%
uPA generation	-5%	-1%	-6%	0%	-4%	10%	2%	6%
BRCA1 expr act	-12%	18%	-13%	-4%	-1%	-2%	-5%	59%
ELG1 genotoxic	-4%	-1%	6%	-2%	2%	-3%	1%	10µM*
USP2a block	0%	-1%	-1%	2%	3%	-1%	4%	2%
Integrin act MD	12%	11%	1%	-1%	-7%	32%	-13%	1%
B2AR arrestin	2.6%	-0.5%	-0.7%	-0.3%	0.0%	-0.2%	-2.5%	0.0%
TRPV1 ag	.	1	-5	1	14	0	3	0
S-ASM inh	-2%	4%	1%	-1%	-11%	6%	2%	0%
PTAP TSG101 blk	5%	-1%	-2%	-2%	1%	-2%	-1%	-2%
p53 reactivator	-1%	13%	1%	0%	-2%	0%	9%	10%

9	O=C(Cc1ccccc1)NNC(=O)Nc1ccccc1
10	COc1cc2c(cc1OC)C(C)=NCC2
11	CC(C)(CO)NCc1cccs1
12	O=C(O)c1[nH]c2ccc(Cl)cc2c1CCN1C(=O)c2ccccc2C1=O
13	CC(=O)Nc1cccc(CNCc2cccc(NC(C)=O)c2)c1
14	CC(=O)NCc1c(Cl)cccc1-n1cccc1
15	Cn1cnnc1SCC(=O)c1cccc([N+](=O)[O-])c1
16	CC(OC(=O)c1ccc(Cl)nc1)C(=O)NCc1ccc2c(c1)OCO2 (stereo not drawn)

screen / no.	9	10	11	12	13	14	15	16
Eya2 inh	-2%	3%	8%	-4%	-2%	9%	-5%	-7%
uPA generation	5%	7%	16%	8%	1%	.	4%	1%
BRCA1 expr act	-13%	-22%	-2%	-31%	15%	-11%	-4%	-6%
ELG1 genotoxic	-2%	2%	0%	-3%	1%	1%	0%	0%
USP2a block	-1%	1%	-2%	4%	8%	-1%	0%	1%
Integrin act MD	-2%	0%	-23%	16%	13%	13%	14%	0%
B2AR arrestin	0.2%	0.3%	0.2%	-1.6%	0.0%	-0.3%	-1.0%	-0.1%
TRPV1 ag	1	-1	-3	0	2	.	-6	5
S-ASM inh	2%	188%[activator]	4%	0%	-6%	1%	1%	3%
PTAP TSG101 blk	-2%	1%	?	-4%	-6%	-4%	-1%	-1%
p53 reactivator	3%	-3%	0%	-4%	1%	-1%	-2%	7%

Random excerpt: 2 entries already listed.
12	O=C(O)c1[nH]c2ccc(Cl)cc2c1CCN1C(=O)c2ccccc2C1=O
15	Cn1cnnc1SCC(=O)c1cccc([N+](=O)[O-])c1

screen / no.	12	15
Eya2 inh	-4%	-5%
uPA generation	8%	4%
BRCA1 expr act	-31%	-4%
ELG1 genotoxic	-3%	0%
USP2a block	4%	0%
Integrin act MD	16%	14%
B2AR arrestin	-1.6%	-1.0%
TRPV1 ag	0	-6
S-ASM inh	0%	1%
PTAP TSG101 blk	-4%	-1%
p53 reactivator	-4%	-2%

Following part.
17	C=C(C)CN(CC)C(=O)c1ccc(OC2CCN(S(=O)(=O)N(C)C)CC2)cc1
18	COc1ccc(CN2CCNC(=O)C2CC(=O)NCCCC2CCCC2)c(C)c1C (stereo not drawn)
19	O=C(OC(C(=O)c1c[nH]c2ccccc12)c1ccccc1)c1cnccn1 (stereo not drawn)
20	COC(=O)/C=C1\NCCSC1=O
21	Cc1cccc(C)c1NC(=O)CNC(=O)Cc1ccc(Br)cc1
22	Cc1ccc(F)cc1NC(=O)CN1CCN(c2ccccn2)CC1
23	COC(=O)Cn1c(=NC(=O)C(C)C)sc2c(C)cc(C)cc21
24	CCC(=O)N1CCCc2cc(S(=O)(=O)N3CCCc4ccccc43)ccc21

screen / no.	17	18	19	20	21	22	23	24
Eya2 inh	-2%	-3%	-5%	14%	2%	-7%	?	-3%
uPA generation	-7%	-2%	-3%	.	-9%	5%	-4%	-1%
BRCA1 expr act	-6%	0%	3%	1%	-4%	-3%	-8%	-49%
ELG1 genotoxic	-6%	6%	8%	2%	2%	-2%	4%	?
USP2a block	-3%	1%	-6%	2%	-1%	1%	1%	-3%
Integrin act MD	-19%	-33%	4%	3%	?	-6%	-11%	-36%
B2AR arrestin	-0.3%	0.9%	-0.3%	0.0%	0.0%	-0.1%	-0.1%	-0.1%
TRPV1 ag	-8	3	12	0	2	3	15	?
S-ASM inh	-1%	.	-1%	0%	10%	6%	-1%	17%
PTAP TSG101 blk	-11%	-1%	-5%	-2%	-5%	-2%	0%	-2%
p53 reactivator	4%	3%	-3%	-5%	18%	-1%	5%	7%

25	Cc1cc(C)n(Cc2ccc(Cl)c(Cl)c2)c(=O)c1S(=O)(=O)c1ccccc1
26	CCOc1ccc(Nc2nc(Cl)nc(N3CCN(c4ccc(OC)cc4)CC3)n2)cc1
27	CN(C)c1ccccc1C(=O)c1ccccc1N(C)C
28	CCOC(=O)N1CCN(C(=O)COC(=O)c2ccc([N+](=O)[O-])cc2Cl)CC1
29	O=C(Nc1ccc(N2CCN(C(=O)c3ccc(Cl)cc3)CC2)cc1)c1cccnc1
30	Cc1ccccc1-c1nnn(CC(=O)N2CCN(S(=O)(=O)c3ccc(Cl)cc3)CC2)n1
31	COc1ccc(C(=O)NC2CC3CCCC(C2)N3CC(C)C)cc1 (stereo not drawn)
32	CC(C)CN1CCC(=O)N(CCC#N)CC1

screen / no.	25	26	27	28	29	30	31	32
Eya2 inh	-9%	3%	-1%	-24%	-4%	11%	-5%	-2%
uPA generation	5%	-7%	-13%	7%	3%	3%	-2%	9%
BRCA1 expr act	-10%	-63%	0%	-2%	-16%	1%	-23%	-4%
ELG1 genotoxic	-2%	-1%	21µM*	-1%	-9%	-4%	-5%	1%
USP2a block	-1%	3%	-3%	-1%	2%	2%	1%	0%
Integrin act MD	-1%	28%	-2%	-9%	24%	-7%	11%	22%
B2AR arrestin	-0.4%	-1.1%	0.0%	-0.1%	0.5%	-1.1%	-1.5%	-0.6%
TRPV1 ag	-1	0	22	2	2	1	-2	0
S-ASM inh	2%	-13%	19%	0%	-1%	-7%	2%	-1%
PTAP TSG101 blk	-1%	0%	-1%	2%	-3%	-5%	1%	-2%
p53 reactivator	-1%	-4%	?	4%	-7%	-3%	21%	.

33	CN(C)c1ccc(NC(=O)CN2CCC(N3CCCCC3)CC2)cc1
34	Oc1ccc(CNc2ccccc2O)cc1
35	COc1ccc(CCNC(=O)CN2C(=O)NC(c3ccccc3)(c3ccccc3)C2=O)cc1
36	COc1ccc(-n2c(N)cc(=O)[nH]c2=O)cc1
37	COc1cc(/C=C/C(=O)O)cc(S(=O)(=O)Nc2cccc(S(=O)(=O)N3CCOCC3)c2)c1OC

screen / no.	33	34	35	36	37
Eya2 inh	0%	-3%	-1%	-11%	9%
uPA generation	2%	-2%	16%	1%	6%
BRCA1 expr act	-2%	-4%	-15%	-12%	26%
ELG1 genotoxic	2%	12%	-3%	1%	4%
USP2a block	2%	2%	0%	0%	1%
Integrin act MD	2%	-41%	36%	7%	-16%
B2AR arrestin	0.2%	-0.6%	-0.9%	-1.3%	-0.3%
TRPV1 ag	-2	26	.	-1	0
S-ASM inh	4%	6%	-1%	0%	-1%
PTAP TSG101 blk	-3%	-1%	-3%	-3%	-4%
p53 reactivator	-3%	?	-13%	8%	0%

Source: PubChem BioAssay

This is a random part of the collection; overall some 2.6% were active at least once.
